Bioassay records from PubChem.
zfTRPN1 agonist – agonists of zebrafish TRPN1 channel; HEK293 zebrafish TRPN1-YFP, Fluo-8 calcium fluorescence; 100% = response to 87 µM carbachol; activation, % at 3 µM; 0.18% of 220,000 active;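 active means activation above its plate's cutoff, the mean activation of test wells on that plate plus 3 SD, cut at about 19% in these data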;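 further: 0% = DMSO alone and 100% = 87 µM carbachol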
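Control set: carbachol 87 µM as high control, DMSO as low control; system: HEK293 stable line with zebrafish TRPN1-YFP; read-out: % activation versus carbachol response; detection: intracellular calcium fluorescence with Fluo-8; doses: single test compound dose, 3 µM nominal, 0.3% DMSO; schedule: dye 1 h 37 °C plus 30 min RT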
KCC2 mod – KCC2 (human) Cl- transport modulation; Q9H2X9; B-score of Tl+ flux slope (higher = more flux/activation; lower = inhibition) at 10 µM; KCC2 cells, thallium flux FluoZin-2 fluorescence; AID 1456; 2.2% of 190,000 active;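 active means thallium flux slope and its plate-corrected score both differing from the plate sample mean at a set confidence after two filtering rounds, in either direction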;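 further: slope of fluorescence scaled to starting intensity during 10 to 20 s after thallium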
Thrombin inh – thrombin (human) inhibition | inhibition, % at 5 µM | AID 1046 | alpha-thrombin, Boc-VPR-AMC fluorogenic substrate cleavage | P00734 | 0.26% of 220,000 active;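 active means inhibition at or above 40%; inactive means inhibition below 40%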;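 further: 0% = enzyme with no compound and 100% = wells without enzyme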
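System – human alpha-thrombin protein · Reagent – Boc-VPR-AMC substrate, 15 µM final · Compound – 5 µM single dose in 0.2% DMSO · Schedule – reaction at room temperature · Technique – AMC fluorescence at 355 nm excitation and 460 nm emission · Read-out basis – % inhibition relative to enzyme controls and enzyme-free blanks · Control set – no-compound enzyme wells and no-enzyme blanks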
TbHK1 inh – blocks Trypanosoma brucei hexokinase 1 activity; recombinant TbHK1, G6PDH-coupled NADH A340; inhibition, % at 10 µM; 0.11% of 220,000 active;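 active means inhibition of 50% or more in the single-dose primary screen; inactive means inhibition below 50%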
Furin inhibitor – blocks human furin protease activity; P09958; purified furin, fluorogenic substrate cleavage; inhibition, % at 30 µM; 0.061% of 220,000 active; in the data active means inhibition above about 25%; further: inactives centre near -15
Target sequence (P09958 108-714 limits assumed): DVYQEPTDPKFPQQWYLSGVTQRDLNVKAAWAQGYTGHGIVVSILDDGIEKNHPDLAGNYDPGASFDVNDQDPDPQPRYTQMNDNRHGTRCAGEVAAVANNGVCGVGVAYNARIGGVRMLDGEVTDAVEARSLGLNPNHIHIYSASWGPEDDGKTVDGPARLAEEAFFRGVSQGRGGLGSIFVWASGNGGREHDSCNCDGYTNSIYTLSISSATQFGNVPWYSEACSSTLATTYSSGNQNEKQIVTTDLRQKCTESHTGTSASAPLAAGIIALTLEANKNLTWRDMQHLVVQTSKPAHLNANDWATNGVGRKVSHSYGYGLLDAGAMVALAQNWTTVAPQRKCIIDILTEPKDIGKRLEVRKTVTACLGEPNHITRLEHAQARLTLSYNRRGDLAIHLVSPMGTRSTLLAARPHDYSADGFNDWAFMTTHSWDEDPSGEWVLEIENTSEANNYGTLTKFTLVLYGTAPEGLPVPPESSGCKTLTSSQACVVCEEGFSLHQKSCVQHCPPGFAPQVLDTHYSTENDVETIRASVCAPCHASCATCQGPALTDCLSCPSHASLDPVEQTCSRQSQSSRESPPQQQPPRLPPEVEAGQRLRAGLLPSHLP
EBV gp42 inh – inhibitors of Epstein-Barr virus glycoprotein 42. 0.42% of 220,000 active. Fluorescence polarization binding assay, mP read-out. inhibition, % (tested at 21.74 µM). Q1HVG2; in the data active means inhibition above about 50%
Target sequence (Q1HVG2 whole entry, looked up): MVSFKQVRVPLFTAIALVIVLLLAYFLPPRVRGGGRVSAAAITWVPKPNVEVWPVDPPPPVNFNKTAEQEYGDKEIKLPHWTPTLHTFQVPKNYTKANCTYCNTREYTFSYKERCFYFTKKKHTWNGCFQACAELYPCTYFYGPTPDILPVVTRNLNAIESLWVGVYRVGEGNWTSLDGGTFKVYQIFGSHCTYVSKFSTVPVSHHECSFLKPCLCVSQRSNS
Calpain2 inh – blocks pig calpain II enzyme activity; purified calpain II, fluorogenic peptide substrate, 30 min; inhibition, % at 16 µM; 0.37% of 220,000 active;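 active means inhibition above about 50%, limit read from the data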
PPC-1+TRAIL kill – compounds killing PPC-1 cancer cells with TRAIL present (potentiator screen, no TRAIL-free arm) | 0.41% of 220,000 active | AID 1443 | cell killing (% activity), % at 4 µM | PPC-1 cells + TRAIL, ATPLite viability luminescence;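 active means cell killing above 50% in the first pass at 4 µM, then a duplicate retest at 5 µM averaging 50% or more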;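 further: plate controls were cells with TRAIL plus DMSO for no effect and medium-only wells lacking cells for full effect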
TRPML3 ag – human mucolipin-3 channel agonism | Q8TDD5 | HEK293 TRPML3-YFP, Fluo-8 calcium fluorescence; 100% = the carbachol control signal | activation, % at 3 µM | 0.29% of 220,000 active | AID 1448;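 active means activation above its plate's cutoff, the mean activation of the plate's test wells plus 3 SD, cut at about 12% in these data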;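 further: 0% = DMSO only wells and 100% = carbachol wells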
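Material: HEK293 cells stably carrying human TRPML3-YFP; compound dosing: single dose, 3 µM final nominal compound, 0.3% DMSO final; incubation: 1-h 37 °C dye load, 5-s basal, 120-s post-compound reads; technique: Fluo-8 intracellular calcium fluorescence, excitation 470-495 nm, emission 515-575 nm; read-out basis: percent activation from peak-to-basal fluorescence ratio, scaled between DMSO and carbachol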
Starred values were filed as active, the others as inactive; . = not tested or not shown; [ ] = another dose, or the depositor's remark.

SMILES | zfTRPN1 agonist | KCC2 mod | Thrombin inh | TbHK1 inh | Furin inhibitor | EBV gp42 inh | Calpain2 inh | PPC-1+TRAIL kill | TRPML3 ag
CC(C)(C)c1csc(NC(=O)c2cccs2)n1 | 1.0 | -1.02 | -1.1 | -10.2 | -16.5[20 µM] | -13.4 | -1.1 | 4.7 | 0.2
Cc1ccc(CCCOC(=O)C[N+]2(C)CCCCC2)cc1 | 0.2 | -0.051 | -6.7 | 5.7 | -21.9 | -18.4 | -22.9 | 1.8 | 0.7
O=S(=O)(Nc1ccc2c(c1)nc1n2CCN(Cc2ccccc2)C1)c1ccccc1 | 1.7 | . | 2.2 | 4.0 | 1.3[20 µM] | -6.3 | -1.1 | 7.2 | 1.1
COC(=O)c1cn(-c2ccc(Cl)cc2)c(=O)c2ccccc12 | -1.1 | . | 3.3 | -1.9 | -16.9[20 µM] | 1.4 | 0.1 | -16.8 | -0.6
O=c1cc(NC2CCCCCC2)[nH]c(=O)[nH]1 | 1.5 | 0.306 | -1.1 | -0.5 | -8.5[20 µM] | -15.7 | -3.7 | 5.7 | 0.2
Cc1ccc(C)c(OCCCN2CCCC2)c1 | -1.2 | -0.938 | 15.4 | 6.3 | -17.4[20 µM] | -9.4 | 5.7 | 11.5 | -0.5
Cc1cc(/C=N/NC(=O)C(=O)N2CCCC2)c(C)n1-c1cccc(Br)c1 | -1.5 | . | 3.0 | -17.7 | -25.3[20 µM] | -10.4 | -0.4 | -1.2 | -0.9
CC1(C(=O)N2CCN(c3ccccc3)CC2)CC1(Cl)Cl (stereo not drawn) | 0.0 | -0.491 | 1.0 | 2.2 | -31.8 | 0.0 | 13.3 | 7.3 | 1.2
CSc1nc(N)nc(N(C)C)n1 | 1.9 | 0.508 | -4.2 | -4.0 | -15.7 | -11.7 | -7.1 | 11.8 | 1.7
Nc1ccc(-c2cn3cccnc3n2)cc1 | 1.6 | 0.765 | 0.4 | -18.2 | -2.2 | 5.8 | 28.3 | 11.4 | 1.1
CNC(=O)C(=O)NCCN1CCN(C(=O)c2ccc([N+](=O)[O-])cc2)CC1 | 1.1 | 0.0416 | -8.4 | -3.0 | -4.3 | -12.5 | -37.2 | 20.8 | -0.3
N#CC(CO)(Cc1ccc(OC(F)F)cc1)c1nc2ccccc2[nH]1 (stereo not drawn) | -0.9 | 0.0155 | -6.2 | 1.2 | -16.6 | -20.6 | -5.3 | 9.1 | -0.1
CCOCCCNC(=O)C1CCC(CNS(=O)(=O)c2ccc(F)cc2)CC1 (stereo not drawn) | 1.3 | 0.992 | -1.1 | 1.2 | -14.1 | 0.5 | -0.4 | 10.6 | 0.9
CCN(CC)CCNC(=O)C12CC3CC(CC(C3)C1)C2 | -0.7 | 1.29 | 9.9 | -1.8 | -21.7[20 µM] | -50.3 | 21.0 | -2.9 | -0.2
CCCNC(=S)N1CCN(C)CC1 | 1.2 | 0.966 | -3.2 | 27.3 | -5.7 | -23.2 | -14.3 | 24.0 | 0.4
O=C(Nc1cccc(-c2nc3cccnc3s2)c1)c1ccc(Cl)nc1 | 2.8 | -0.0857 | -9.0 | -2.0 | -20.1 | 3.0 | 9.6 | 0.2 | 1.0
CCc1cc2c(=O)nc3n(c2s1)Cc1ccccc1/C3=C(/O)c1cccc([N+](=O)[O-])c1 | -0.8 | -0.00966 | -0.6 | -9.2 | 0.3[20 µM] | -6.3 | -267.2 | -3.8 | 0.9
O=S(=O)(NCc1ccco1)c1cnc(Cl)c(Cl)c1 | 0.2 | -2.3 | -7.2 | 8.8 | -12.7 | -0.5 | 3.0 | 11.5 | 0.3
Cc1cc(/C=C(\C#N)C(=O)NCc2ccco2)c(C)n1-c1ccc(C(=O)O)cc1 | -1.0 | -0.0751 | -9.6 | -21.1 | 3.2 | -5.1 | -9.1 | . | 0.3
CC1CN(CCOc2ccccc2-c2ccccc2)CC(C)O1 (stereo not drawn) | -0.6 | -1.69 | 0.9 | -5.0 | -33.6 | -6.2 | 24.1 | 4.4 | -0.2
COc1ccccc1NC(=O)COc1ccc(C(=O)OCC(=O)NC(C)(C)C)cc1OC | 5.1 | -1.29 | -10.5 | -0.6 | -23.8 | -17.2 | 6.8 | 25.7 | 2.6
COc1ccc(Cl)cc1N1C(=O)C2CCCN2C1c1cccc(F)c1 (stereo not drawn) | -0.8 | 0.224 | -3.4 | 3.9 | -20.8 | 9.4 | 12.3 | 11.7 | -1.1
CCNC(=S)N(Cc1ccccc1)Cc1nc2ccccc2c(=O)[nH]1 | -0.7 | 1.58 | -1.1 | 0.3 | -27.3 | -14.4 | -67.5 | 4.5 | 0.5
COc1ccc2cnnc(SCC(=O)Nc3ccccc3)c2c1OC | -1.0 | 0.122 | -10.4 | -10.7 | -8.7 | -22.2 | -6.0 | 0.2 | 0.1
O=C(Nc1cccc(-c2cnc3ccccc3n2)c1)c1ccccc1 | 0.6 | . | 0.6 | -14.3 | -12.4[20 µM] | 6.9 | 16.1 | 12.7 | 0.9
SMILES | zfTRPN1 agonist | KCC2 mod | Thrombin inh | TbHK1 inh | Furin inhibitor | EBV gp42 inh | Calpain2 inh | PPC-1+TRAIL kill | TRPML3 ag
CC1(C)CC(=O)C(C(c2ccncc2)C2C(=O)CC(C)(C)CC2=O)C(=O)C1 | -0.8 | . | . | -4.7 | -12.0 | . | . | 7.5 | 1.1
COc1cc(N2CN=c3s/c(=C\c4ccccn4)c(=O)n3C2)cc(OC)c1OC | -0.1 | 0.361 | 6.5 | -32.8 | -2.9 | -2.1 | 20.5 | 25.8 | 0.5
CC(C)C(=O)O/N=C(\N)c1ccc(Oc2ccc(Cl)cc2)c([N+](=O)[O-])c1 | 0.5 | 0.124 | 2.0 | -5.2 | -8.9 | -17.8 | 10.9 | -7.5 | 0.1
CCn1c(SCC(=O)c2ccc(O)c(O)c2)nnc1-c1ccccc1 | 0.9 | . | 13.6 | -8.3 | -20.9[20 µM] | 7.8 | -24.1 | 20.9 | -0.2
Cc1cccc(OCC(=O)NNC(=O)CSc2ncc(C#N)c(N)n2)c1 | 1.4 | . | 1.9 | 1.6 | -21.8[20 µM] | -3.1 | -41.3 | -17.6 | -0.9
COc1cc(OC)c(C2SCCS2)c(OC)c1 | -0.2 | 0.603 | -5.4 | -5.6 | -4.5 | -3.0 | -4.2 | -4.6 | -0.3
Nc1ccc(N=Nc2ccccc2)c2ccccc12 | -2.4 | 0.129 | -2.0 | 2.7 | -11.9 | -5.0 | 39.9 | 17.1 | -0.1
Cc1cccc[n+]1C1C(c2ccc([N+](=O)[O-])cc2)C(C#N)=C(C(=C=[N-])C#N)NC1(O)C1CC1 (stereo not drawn) | 1.2 | 0.999 | 3.1 | -12.0 | -11.6 | -22.9 | -19.4 | 5.1 | 0.1
Cc1cc(C)n(CC(=O)NN)n1 | 0.9 | 0.543 | 1.7 | -1.6 | -20.7 | -0.4 | 9.6 | 9.3 | 1.0
Cc1cc(C(=O)OCC(=O)N(C)c2ccccc2)ccc1[N+](=O)[O-] | 3.4 | . | -0.5 | 1.4 | -16.7 | -11.8 | -7.5 | 14.4 | 0.9
Cc1ccc(NS(=O)(=O)c2ccc(N3C(=O)CCC3=O)cc2)cc1 | 0.8 | -0.0594 | -3.0 | -2.0 | -10.5[20 µM] | -16.6 | 22.4 | -7.9 | 1.1
CCOc1ccc2nc(NC(=O)c3cccc(-c4cc5ccccc5oc4=O)c3)sc2c1 | -0.2 | 1.45 | 15.5 | -8.0 | -17.3 | 8.4 | -16.3 | 0.8 | 0.4
N#Cc1ccccc1CSc1ccccn1 | -1.0 | -0.115 | -17.6 | 12.3 | -14.5[20 µM] | -11.9 | -5.7 | 8.6 | -0.7
COc1cccc(F)c1C(C[N+](=O)[O-])c1c(N)n(C)c(=O)n(C)c1=O (stereo not drawn) | 1.1 | -0.778 | 1.8 | -17.5 | -19.4 | -15.2 | -15.2 | 25.8 | 1.9
Cc1cc(C)cc(OCc2nnc(SCC(=O)c3ccccc3)o2)c1 | -1.8 | 0.12 | -3.8 | -8.6 | -27.0[20 µM] | -2.8 | 6.6 | 10.7 | -0.4
O=C(Nc1ccc(N2CCOCC2)c(S(=O)(=O)Nc2ccc(Cl)cc2)c1)c1cnccn1 | 1.6 | 0.00201 | -2.2 | -14.7 | -11.5 | -11.6 | -36.6 | 4.9 | 0.8
Cc1cc(C)c2cc(C#N)c(SCC(=O)NCc3ccco3)nc2c1 | -0.5 | -0.381 | 2.7 | 7.7 | -8.3 | -21.4 | 0.9 | 9.7 | -1.3
CCOC(=O)C(=O)Nc1nnc(CCc2ccccc2)s1 | -0.7 | -0.0381 | -3.6 | -0.9 | -6.9[20 µM] | -10.1 | -9.9 | 2.9 | 0.4
O=C(Nc1nc2ccccc2n1CCN1CCOCC1)c1ccc(Cl)cc1 | -0.1 | 1.68 | -3.9 | -9.7 | -15.8 | -12.5 | -113.9 | 7.5 | -0.3
Cn1c(CNc2ccc(Cl)cc2)nnc1SCCN1CCCCC1 | 1.4 | 0.916 | 1.0 | 1.1 | -21.0[20 µM] | -7.6 | 12.0 | 10.1 | 1.6
Cc1ccc(C(=O)N/N=C2\CC3CC=CC23)c(C)c1 (stereo not drawn) | -1.0 | 0.947 | -1.7 | -4.4 | -29.5 | -1.1 | -17.6 | 3.0 | 1.1
CN1c2cccc3cccc(c23)N(C)C1c1cccs1 | -2.0 | 0.00868 | -2.9 | -0.8 | -33.2[20 µM] | 1.1 | -4.4 | 18.3 | -0.8
Cc1ccc(C(=O)NCCCNCCCN(C)C)cn1 | 1.1 | 0.0778 | -5.3 | -3.0 | -6.0 | 2.5 | -6.8 | 42.0 | 0.2
Cc1cc(C)n(Cc2ccc(C(=O)NN)o2)n1 | -0.7 | 0.181 | -4.2 | -4.8 | -13.3 | 6.9 | 18.7 | 15.6 | 0.0
CCCCn1c(SCC(=O)N2CCOCC2)nnc1-c1ccoc1C | -0.6 | -0.305 | 19.7 | 2.9 | -34.3[20 µM] | -2.7 | 27.3 | 16.1 | 0.8
CC(=O)c1c(N2CCOCC2)nc2ccc(Cl)cc2c1-c1ccccc1 | -3.1 | -2.24 | -3.1 | -27.2 | -11.1 | 11.3 | -12.3 | 21.3 | -0.2
O=C(NCC1CCCO1)C1CCN(C2CCN(Cc3ccco3)CC2)CC1 (stereo not drawn) | 1.1 | 0.673 | -6.5 | 3.9 | -24.3 | -7.2 | -3.9 | 19.2 | 0.7
CCCCCCCCCc1nc2sc3c(c2c(=O)n1NC(=O)c1ccccc1[N+](=O)[O-])CC(C)(C)OC3 | 1.0 | 1.81 | 3.4 | 28.8 | -14.9 | -5.9 | -20.9 | -2.1 | -0.4
Cc1cccc(CN2CCN(Cc3nc4c(s3)CCCC4)CC2CCO)n1 (stereo not drawn) | 1.0 | . | -4.4 | -8.3 | -20.3 | 5.4 | 14.1 | 8.2 | 1.4
